AMA1 RON2 block: AMA1-RON2 (P. falciparum) interaction inhibition; 0.2% of 360,000 active; Potency, µM (series often up to 58.2 µM), for the others: top-dose activity change, negative = inhibition, hits mostly inhibitors; AlphaScreen AMA1-biotinylated RON2 peptide binding;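 also: potency is read from the fitted curve at half-maximal effect; 0% = vehicle wells and -100% = peptide control; nearly all actives have a fitted effect of over 45% in size; some results filed as inactive show a strong effect at the top dose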
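AMA1 (3D7) with his tag at 25 nM final met compounds first, then biotinylated RON2 peptide at 25 nM; detection used donor plus acceptor beads, 10 µg/mL apiece, read by AlphaScreen after 30 min at room temperature.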
HCMV inh: blocks human cytomegalovirus replication; activity change, negative = inhibition, % at 57.5 µM; 4.5% of 410,000 active; AID 1259415; HFF cells, HCMV-luciferase reporter, 72 h; active compounds read low; in the data active = activity change below about -60%; inconclusive = no clear call, values can overlap the other calls; inactive = above about -39%
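Two-dose cell screen: HFF monolayers treated with compounds and infected with luciferase-expressing HCMV at 1 PFU/cell, 72 h at 37C, then lysed for luciferase measurement.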
AmpC detergent: blocks E. coli AmpC beta-lactamase in detergent assay; AmpC hydrolysis of nitrocefin, absorbance 480 nm, 0.01% Triton; Potency, µM (doses to about 114 µM), for the others: top-dose activity change, negative = inhibition, most hits filed as inhibitors; 0.041% of 370,000 active;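 also: potency is read from the fitted curve at half-maximal effect; 0% = no-compound wells and -100% = no-enzyme wells; nearly all actives have a fitted effect of over 25% in size; some results filed as inactive show a strong effect at the top dose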
Target sequence (P00811 whole entry, looked up): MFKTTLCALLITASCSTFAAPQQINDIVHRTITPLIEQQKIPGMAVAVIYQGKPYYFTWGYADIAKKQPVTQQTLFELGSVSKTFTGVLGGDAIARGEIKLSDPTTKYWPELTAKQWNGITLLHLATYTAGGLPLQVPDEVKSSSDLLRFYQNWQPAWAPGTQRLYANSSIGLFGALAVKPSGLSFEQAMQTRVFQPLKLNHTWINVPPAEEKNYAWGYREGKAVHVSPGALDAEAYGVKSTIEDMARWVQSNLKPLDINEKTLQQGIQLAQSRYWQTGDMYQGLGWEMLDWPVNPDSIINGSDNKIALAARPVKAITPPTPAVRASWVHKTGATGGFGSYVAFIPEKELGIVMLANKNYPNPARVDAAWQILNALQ
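20 mM phosphate pH 7.0 + 0.01% (detergent screen) or 0.0001% Triton X-100; 5.3 nM AmpC reagent; cpd preinc 15 min RT; nitrocefin (800 uM stock) to start; A480 q20 s × 4 min; Activity was normalised to no-enzyme and no-compound control wells.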
Sm TGR inh: blocks Schistosoma mansoni thioredoxin glutathione reductase; purified TGR, DTNB reduction, TNB absorbance 405 nm; Potency, µM (titrated, usually from 114 µM), for the others: top-dose activity change, negative = inhibition, most hits filed as inhibitors; 3% of 360,000 active; also: potency is read from the fitted curve at half-maximal effect; nearly all actives have a fitted effect of over 60% in size
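First, TGR (20 nM dispensed) and NADPH were mixed with compound. Second, a 15 min room-temperature incubation followed. Third, further NADPH and then DTNB were added to start the reaction. Finally, TNB absorbance was monitored kinetically.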
HCV inh: HCV inhibition. Huh7.5.1 HCVcc-Cre infection, luciferase reporter, 44 h. Potency, µM (series often up to 41.8 µM), for the others: top-dose activity change, negative = inhibition, most hits filed as inhibitors. 3.4% of 340,000 active; also: potency is read from the fitted curve at half-maximal effect
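HCVcc-Cre virus at an moi near 0.5 was added right after compound to cells cultured 4 h from seeding (1,000 cells/well). Luciferase activity was determined 44 h later, 15 min after substrate addition at RT.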
Giardia FBPA inh: inhibitors of Giardia lamblia fructose-1,6-bisphosphate aldolase; A8B2U2; purified Giardia FBPA; Potency, µM (titrated, usually from 59.6 µM), inactives show at the highest dose activity, negative = inhibition, usual class: inhibitors; 0.71% of 290,000 active; AID 2451; also: potency is read from the fitted curve at half-maximal effect; nearly all actives have a fitted effect of over 55% in size
Target sequence (A8B2U2 whole entry, looked up): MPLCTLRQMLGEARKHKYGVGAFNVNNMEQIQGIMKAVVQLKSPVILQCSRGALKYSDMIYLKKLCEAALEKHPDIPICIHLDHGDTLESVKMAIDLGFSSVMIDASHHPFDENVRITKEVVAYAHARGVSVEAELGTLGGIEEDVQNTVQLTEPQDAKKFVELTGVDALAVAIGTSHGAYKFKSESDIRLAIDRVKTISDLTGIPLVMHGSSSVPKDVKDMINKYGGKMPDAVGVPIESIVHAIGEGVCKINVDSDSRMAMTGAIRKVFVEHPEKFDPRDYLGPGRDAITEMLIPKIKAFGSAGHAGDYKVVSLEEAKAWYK
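Giardia FBPA (40 nM reagent) was preincubated 10 min at RT with compound (up to 57.5 uM final), then substrate plus GAPDH/TPI/NAD/arsenate coupling system with diaphorase/resazurin was added; resorufin fluorescence (525/598 nm) was read after 20 min.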
* = called active by the depositor; ? = inconclusive; / = no result given; & = joins results of further samples; [ ] = another dose, or the depositor's remark. Unless noted, calls follow the shape of the dose curve; as a rule, active = well fitted curve in the direction sought with a large enough effect; inconclusive = small, poorly fitted or top-dose-only effect, or another doubt; inactive = no such curve, though single readings can be large; an effect the other way counts as inactive or inconclusive. Unless noted, % is scaled to controls: 0 for no effect and ±100 for the full control effect. Hits appear at their usual frequency. Share with any hit: about 9.3%.

SMILES	AMA1 RON2 block	HCMV inh	AmpC detergent	Sm TGR inh	HCV inh	Giardia FBPA inh
CCOC(=O)C1CCN(C(=O)c2ccc3c(c2)NC(=O)/C(=C/c2ccccc2)S3)CC1	1%	?	3%	-22%	11µM*	/
CN(C)c1cccc2c1c(NS(=O)(=O)c1cn(C)cn1)nn2C	131%[activator]	-9	3%	50µM*	0%	/
COc1cccc(CNC(=O)CCCC(=O)Nc2cccc([N+](=O)[O-])c2)c1	0%	20	0%	0%	-5%	9%
CCN(CC)S(=O)(=O)c1csc(C(=O)NCc2ccccc2)c1	3%	-71*	0%	-2%	?	4%
CC1(C)Cc2c(sc3nc(SCC(=O)NCc4ccccc4)n(-c4ccccc4)c(=O)c23)CS1	-8%	?	-3%	5%	9%	/
O=c1cc(-c2ccccc2Cl)oc2c(Br)ccc(O)c12	-4%	-18	?	-21%	3%[8.37 µM]	0%[89.2 µM]
CCc1nn(CC(=O)Nc2cccc(C)c2C)c(=O)c2cc3sccc3n12	/	-2	19%	-12%	/	/
N=c1n(CC(=O)c2ccc([N+](=O)[O-])cc2)c2ccccc2n1Cc1ccccc1Cl	-11%	?	1%	-5%	-2%	7%
CC(=O)Nc1ccc(C2=CC(=O)CC(C)(C)C2)cc1	6%	0	0%	6%	-8%	/
COc1ccc2[nH]c(=O)c(CN(Cc3nnnn3CCc3ccccc3)CC3CCCO3)cc2c1 (configuration not stated)	0%	-4	-11%	-3%	2%	-7%
COc1ccc(OC)c(NC(=O)c2ccc3c(c2)C(=O)N(c2ccc(OC(C)=O)cc2)C3=O)c1	5%	-9	4%	-4%	11%	15%
COc1ccc(NC(=O)CCN2C(=O)/C(=C/c3ccc4c(c3)OCO4)SC2=S)cc1	-14%	-12	1%	6%	2%	-3%
CCc1cccc(NC(=O)[C@@H]2CCCN2C2=NS(=O)(=O)c3ccccc32)c1	-5%	-2	7%	-5%	-4%	/
COc1ccc(OC)c2[nH]c(=O)c(CCNC(C)=O)cc12	12%	?	?	-11%	-16%	-5%
Cc1c(NC(=O)C(C)OC(=O)c2ccc([N+](=O)[O-])s2)c(=O)n(-c2ccccc2)n1C (configuration not stated)	2%	-8	?	-30%	-18%	-6%
CCOC(=O)c1c(C)nc(C)c(C(=O)OCC)c1-c1ccco1	-5%	-19	3%	-30%	-29%	-20%
CCn1c(CNC(=O)C23CC4CC(CC(C4)C2)C3)nnc1SCC(=O)Nc1ccc(F)cc1	/	-5	14%	2%	/	/
OCCN1CCN(CCOc2ccccc2-c2ccccc2)CC1	-6%	-23	-4%	-1%	16%	?
O=C(Nc1ccsc1C(=O)NC1CCCCC1)c1ccccc1	-6%	-16	-9%	-21%	-4%	18%
N#Cc1c(-c2ccccc2)nc(SCc2cccc(C(F)(F)F)c2)[nH]c1=O	-2%	-26	2%	-1%	-2%	7%

2 records drawn at random from the list so far, as already listed:
SMILES	AMA1 RON2 block	HCMV inh	AmpC detergent	Sm TGR inh	HCV inh	Giardia FBPA inh
CCOC(=O)c1c(C)nc(C)c(C(=O)OCC)c1-c1ccco1	-5%	-19	3%	-30%	-29%	-20%
CCc1cccc(NC(=O)[C@@H]2CCCN2C2=NS(=O)(=O)c3ccccc32)c1	-5%	-2	7%	-5%	-4%	/

Next entries follow.
SMILES	AMA1 RON2 block	HCMV inh	AmpC detergent	Sm TGR inh	HCV inh	Giardia FBPA inh
Cc1ccc(NC(=O)CSc2nc3ncccc3[nH]2)cc1F	/	23	14%	0%	/	/
COCCCNC(=O)c1ccccc1C(F)(F)F	3%	-22	1%	2%	8%	6%
COc1nc(Oc2ccc(=O)n(C)n2)nc(N(C)C)n1	-1%	60	3%	0%	12%	3%
CC(=O)c1cc2c(cc1C)CCCC2(C)C	-11%	-3	/	/	-8%	/
Clc1cccc(CSc2ccc(-c3cccnc3)nn2)c1	1%	?	8%	-2%	15%	-2%
CSc1ncc(CN2CCCC(C(=O)Nc3ccc(-c4ccco4)cc3)C2)cn1 (configuration not stated)	-13%	-28	1%	18µM*	-27%	1%
COc1ccc2c(c1OC)C(=O)N(c1ccc(C)cc1)C2	?	35	3%	7%	-14%	2%
CCOc1ccc(C(C)=O)cc1N1C(=O)C2C3C=CC(C3)C2C1=O (configuration not stated)	14%	9	?	?	-9%	0%
CCC(=O)Oc1ccc(C(=O)Nc2c[nH]c(=O)[nH]c2=O)cc1	5%	?	3%	-6%	2%	3%
OC(CNCCCN1CCCCC1)COc1ccccc1 (configuration not stated)	0%	-8	-3%	5%	10µM*	-13%
O=C1CCCC2=C1C(c1ccsc1)CC(=O)N2c1ccccc1F (configuration not stated)	-5%	-21	5%	1%	-1%	3%
CN(C)CCCNC(=S)N(CCO)Cc1cc2cc3c(cc2[nH]c1=O)OCO3	-6%	37	2%	-23%	6%	0%
C=CCc1ccccc1Oc1cc(OC)nc(N)n1	4%	-10	-7%	-5%	0%	/
COc1ccccc1CC(=O)N1CCC(n2nccc2NC(=O)C2CCOC2)CC1 (configuration not stated)	-6%	78	4%	-1%	-15%	/
Cn1c(SCC(=O)c2c(N)n(C)c(=O)n(C)c2=O)nnc1-c1ccccc1	5%[2.32 µM]	-14	3%	-6%	14%	-1%
O=C(Cn1c(=O)cnc2ccccc21)Nc1cccc(S(=O)(=O)N2CCOCC2)c1	-7%	0	-2%	7%	-3%	/
O=C(CCc1ccccn1)N1CCCC(Nc2cccc(F)c2)C1 (configuration not stated)	12%	-36	?	-14%	3%	-11%
CC(=O)c1cccc(NC(=O)c2ccc(C(=O)Nc3cccc(C(C)=O)c3)nc2)c1	-8%	-31	0%	/	1%	-9%
S=c1[nH]nc(-c2ccccc2)n1Cc1ccccc1	58%[activator]	23	?	9%	30%[activator]	6%
O=C(NCc1csc(-c2cccs2)n1)c1cccc(Cl)c1	2%	-17	-7%	-4%	-12%	5%

Shown comma-delimited: entries from further up.
structure,AMA1 RON2 block,HCMV inh,AmpC detergent,Sm TGR inh,HCV inh,Giardia FBPA inh
CCC(=O)Oc1ccc(C(=O)Nc2c[nH]c(=O)[nH]c2=O)cc1,5%,?,3%,-6%,2%,3%
OC(CNCCCN1CCCCC1)COc1ccccc1 (configuration not stated),0%,-8,-3%,5%,10µM*,-13%
O=C1CCCC2=C1C(c1ccsc1)CC(=O)N2c1ccccc1F (configuration not stated),-5%,-21,5%,1%,-1%,3%
CN(C)CCCNC(=S)N(CCO)Cc1cc2cc3c(cc2[nH]c1=O)OCO3,-6%,37,2%,-23%,6%,0%
C=CCc1ccccc1Oc1cc(OC)nc(N)n1,4%,-10,-7%,-5%,0%,/

Next section:
SMILES	AMA1 RON2 block	HCMV inh	AmpC detergent	Sm TGR inh	HCV inh	Giardia FBPA inh
Cc1ccc(N2C(=O)NC(=O)/C(=C\c3cc(C)n(-c4cc(C(=O)O)cc(C(=O)O)c4)c3C)C2=O)cc1	-8%	34	1%	7.9µM*	41%[activator]	-9%
Cc1cccc(CSc2ncccc2C(=O)O)c1	5%	22&30	6%&1%	0%&8%	28%	-13%
Nc1ccc(Br)cc1Br	8%	-12	3%	11%	-1%	-4%
Cc1cc(=O)oc2c(C)cc(C(C)(C)C)cc12	18%	35	/	/	12%	/
CC1CCN(C(=O)Nc2cccc(NC(=O)N3CCC(C)CC3)c2)CC1	-10%	129	1%	5%	-7%	-26%
O=C(NCC(c1ccco1)N1CCN(c2ccccc2F)CC1)c1ccco1 (configuration not stated)	3%	-7	-2%	2%	-14%	/
CCCCCC1CC(CC(C)C(=O)Nc2nncs2)C(=O)O1 (configuration not stated)	-6%	1	?	-19%	7%	2%
O=C1C2C3C=CC(C3)C2C(=O)N1CCN1CCN(S(=O)(=O)c2ccc3ccccc3c2)CC1 (configuration not stated)	-18%	-22	-9%	-23%	?	-9%
Cc1ccc(C(=O)Nc2cccc3cccnc23)cc1C	-10%	100	?	-6%	-5%	3%
COc1ccc(NC(=O)COC(=O)c2cc(C)oc2C)cc1OC	-3%	-5	-3%	-15%	-1%	/
COc1ccc(CN=C2NN=C(c3ccc(Cl)cc3)CS2)cc1	2%	-28	-7%	-13%	-1%	0%
C=CCn1c(SCC#N)nc2sc(CC)cc2c1=O	26%	3	?	7%	-8%	8%
CSc1nc(N)nc(SCC(=O)Nc2ccc(Cl)cc2)c1C#N	-13%	-22	-2%	-4%	?	-9%
Cc1cccc(NCc2ccccc2O)c1C	-11%	8	-9%	6%	-14%	-9%
O=C(Nc1ccc(F)cc1)N1CCCN(c2nccc(C(F)(F)F)n2)CC1	1%	?	-7%	-2%	-8%	0%
Cc1cc(NC(=O)COc2ccccc2C)ccc1NC(=O)c1ccco1	6%	-10	3%	-8%	-21%	-1%
Cc1nc(-c2ccccc2)sc1-c1ccn[nH]1	-4%	129	-13%	18%	?	-17%
O=C(COC(=O)CCC(=O)Nc1nccs1)NCc1ccco1	-10%	22	-2%	?	13%	2%
Cc1ccc(Cl)cc1NC(=O)Cn1nc(-c2cccs2)ccc1=O	-5%	22	0%	3%	-22%	2%
Cc1cccc(Cc2nnc(CCC(=O)N(C)Cc3ccncc3C)o2)c1	3%	-29	?	4%	4%	6%
CCOCCCN1C(=O)CN(C2CCCCC2)C(=O)C1c1ccc(OCC)c(OC)c1 (configuration not stated)	-1%	-5	-3%	0%	3%	/
Cc1ccc(C(O)(COC(=O)C(C)C)COC(=O)C(C)C)c(O)c1	-3%	-7	7%	35µM*	9%	-10%
O=C(NCc1csc2ccccc12)Nc1cc(Cl)cc(Cl)c1	-19%	-62*	-2%	2%	?	-18%
O=C(NCC1([N+](=O)[O-])CN(C(=O)c2ccccc2)CN(C(=O)c2ccccc2)C1)c1ccccc1	20%	-27	-6%	-7%	27%	6%
Cc1cc2oc(=O)c(CC(=O)O)c(C)c2c2occ(-c3ccc(F)cc3)c12	/	28	14%	7%	/	/
CCOc1ccc2[nH]c3c(NCC(C)C)ncnc3c2c1	-17%	/	-8%	5%	?	10%
CN(C)c1ccc(/C=N/Nc2ccc(-n3ccnc3)nn2)cc1	-24%	-4	-4%	-26%	5%	-15%
O=[N+]([O-])c1ccc(O)c2cccnc12	3%	-10	3%	-5%	?	?
CC(C)(C)n1nc2c(c1NC(=O)Cc1ccccc1)CS(=O)(=O)C2	-17%	-30	?	8%	25%	7%
COCC(=O)Nc1ccc(C(N)=O)cc1	-5%	33	?	-35%	5%	-4%
COc1ccc(C(=O)Nc2ccccc2C(=O)NCc2ccco2)cc1	13%	?	-12%	-6%	?	13%
Cn1ncc(C(=O)Nc2ccc(Cl)cc2)c1C(F)(F)F	-14%	-26	-4%	1%	-14%	0%
C=CCc1ccccc1OCCCCN1CCCC1	-9%	-17	?	-3%	-16%	-18%
COc1cccc(NC(=O)CC(C)=O)c1	-7%	5	?	-9%	2%	7%
Cc1ccccc1N1CC(C(=O)Nc2nnc(SCC(=O)Nc3nccs3)s2)CC1=O (configuration not stated)	23%	11	6%	0%	-3%	5%
CC(=O)N1CCc2cc(Br)cc(S(=O)(=O)NCCCN(C)Cc3ccccc3)c21	3%	?	3%	-19%	-22%	5%
COc1ccc(N2CC(NC(=O)C(=O)c3c(C)[nH]c4ccccc34)CC2=O)cc1 (configuration not stated)	/	26	3%	3%	/	/

Compound activity: PubChem BioAssay, National Center for Advancing Translational Sciences (NCATS)
